From PubChem BioAssay
Giardia killer: Small Molecules that selectively kill Giardia lamblia: qHTS; Giardia lamblia trophozoite viability; activity change, % at 7.66 µM, hits read low; 340,000 tested, 0.15% active; in the data active = activity change below about -80%; inconclusive = between about -30% and that limit;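 also: parasites exposed to compound for two days anaerobically before the ATP read; % is scaled to controls: 0 for no effect and ±100 for the full control effect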
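ATP-content bioluminescence gauges trophozoite survival. Cells (100/well) receive compound and incubate anaerobically for 48 hrs at 37 deg C; detection reagent follows for 15-30 min at room temperature.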
B2AR arrestin: qHTS assay of beta-arrestin-biased ligands of beta2-adrenergic receptor; 330,000 tested, 0.02% active; beta-arrestin recruitment to beta2AR, cell-based reporter; Potency, µM (top dose mostly 46.1 µM), for inactives: at the highest dose activation, hits mostly activators; AID 492947, 2010;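 also: potency is read from the fitted curve at half-maximal effect; 0% = DMSO controls and full agonism = EC100 isoproterenol or metaproterenol; nearly all actives have a fitted effect of over 65% in size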
Integrin act MD: qHTS for Activators of Integrin-Mediated Alleviation for Muscular Dystrophy | alpha7betagal myoblasts, beta-gal FDG fluorescence, 48 h | Potency, µM (series often up to 38.3 µM), for the others: at the highest dose activation, hits mostly activators | 350,000 tested, 0.064% active | AID 624291, 2012;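 also: potency is read from the fitted curve at half-maximal effect; 100% = response of the positive control SU9516; nearly all actives have a fitted effect of over 60% in size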
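alpha7betagal+/- myoblasts (passage 13, 250/well) treated 48 h at 37C with compounds at 1:260 dilution of DMSO stock. Lysed, then beta-galactosidase activity read as FDG fluorescence (ex 480/em 540) after 30 min, with pre-read for autofluorescence.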
Tb PFK block: qHTS Assay to Find Inhibitors of T. brucei phosphofructokinase; ATP-dependent 6-phosphofructokinase (Trypanosoma brucei brucei), O15648; T. brucei PFK, ADP-Glo luminescence; Potency, µM (top dose mostly 57.5 µM), without a hit: at the top dose activity, negative = inhibition, actives largely listed as inhibitors; 330,000 tested, 0.17% active; AID 485367, 2010;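 also: potency is read from the fitted curve at half-maximal effect; 0% = uninhibited 1x PFK enzyme wells and -100% = no-enzyme wells; nearly all actives have a fitted effect of over 60% in size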
Target sequence (O15648 whole entry, looked up): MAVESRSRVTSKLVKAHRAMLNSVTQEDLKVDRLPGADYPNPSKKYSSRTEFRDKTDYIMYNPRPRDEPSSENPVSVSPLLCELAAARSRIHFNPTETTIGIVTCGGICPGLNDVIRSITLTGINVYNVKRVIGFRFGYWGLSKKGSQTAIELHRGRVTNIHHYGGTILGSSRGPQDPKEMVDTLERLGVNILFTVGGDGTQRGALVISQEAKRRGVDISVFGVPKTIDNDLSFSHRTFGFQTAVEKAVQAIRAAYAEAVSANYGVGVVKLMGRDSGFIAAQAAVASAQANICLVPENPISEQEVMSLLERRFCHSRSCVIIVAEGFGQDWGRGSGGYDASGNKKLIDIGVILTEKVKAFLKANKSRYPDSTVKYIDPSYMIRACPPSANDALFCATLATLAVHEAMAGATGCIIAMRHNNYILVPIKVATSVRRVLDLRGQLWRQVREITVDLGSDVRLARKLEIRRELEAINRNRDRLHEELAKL
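Compounds were pin-transferred as a titration series up to 57 uM into substrate buffer (0.5 mM F6P, 0.1 mM ATP, pH 8.0), then 1.25 nM PFK was added and reactions ran 45 min before ADP-Glo detection.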
Menin-MLL TR inh: qHTS Assay for Inhibitors Targeting the Menin-MLL Interaction in MLL Related Leukemias: Competition With Texas Red Labeled MLL-derived Mutant Peptide. O00255. Menin + Texas Red MLL mutant peptide, fluorescence polarization. Potency, µM (highest dose often 61.6 µM), inactives show at the top dose FP activity change, negative = inhibition, hits mostly inhibitors. 270,000 tested, 0.23% active. AID 1768, 2009; active = well fitted inhibition curve with a large enough effect in the polarisation, with a control signal flat, not every such curve was filed as active; inconclusive = small, poorly fitted or top-dose-only effect, or effect the other way, or a change in a side signal; inactive = no such curve, though single readings can be large or run the other way; the % refers to the polarisation; also: potency is read from the fitted curve at half-maximal effect; % of control where 0% means no effect; many of its hits are not listed in these tables
TSG101-PTAP inh: qHTS Assay for Iinhibitors of HIV-1 Budding by Blocking the Interaction of PTAP/TSG101 | Fluorescence polarization, FITC-PTAP peptide / Tsg101 binding | Tumor susceptibility gene 101 protein (Homo sapiens), Q99816 | Potency, µM (series often up to 115 µM), inactives show at the highest dose activity change, negative = inhibition, usual class: inhibitors | 340,000 tested, under 10 active; active = well fitted inhibition curve with a large enough effect in the main read-out, with a control signal flat, not every such curve was filed as active; inconclusive = small, poorly fitted or top-dose-only effect, or effect the other way, or a change in a side signal; inactive = no such curve, though single readings can be large or run the other way; also: potency is read from the fitted curve at half-maximal effect; % of control where 0% means no effect
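Fluorescence anisotropy tracks displacement of a FITC-tagged PTAP peptide (50 nM) from the Tsg101 binding domain (10 uM), following a 20 min room-temperature incubation at pH 7.5.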
FBPA coupling cs: qHTS Assay for Inhibitors of Fructose-1,6-bisphosphate Aldolase from Giardia Lamblia: Coupling assay counterscreen; coupling enzyme system counterscreen, AmpLite Red fluorescence; activity change, negative = inhibition, % at 58.2 µM, hits read low; 290,000 tested, 0.67% active; AID 2472, 2010; in the data active = activity change below about -30%; also: % is scaled to controls: 0 for no effect and ±100 for the full control effect
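Activity here indicates interference with the coupling reaction, not aldolase inhibition. Compounds at 57.5 uM final met coupling enzymes for 10 min at RT; substrate and AmpLite Red detection followed, with a 525/598 nm fluorescence read after 20 min.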
GALK inh: qHTS Assay for Inhibitors of Human Galactokinase (GALK). Purified GALK, Kinase-Glo residual ATP luminescence. Potency, µM (titrated, usually from 57.5 µM), inactives show top-dose activity change, negative = inhibition, most hits filed as inhibitors. 270,000 tested, 0.007% active; also: potency is read from the fitted curve at half-maximal effect; % is scaled to controls: 0 for no effect and ±100 for the full control effect
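Galactose (100 uM) and ATP (35 uM) were turned over by 5 nM GALK for 1 h at RT. Kinase-Glo Plus then converted the remaining ATP into a luminescent signal.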
S-ASM inh: Inhibitors of Secretory Acid Sphingomyelinase (S-ASM): qHTS. placental ASM, HMU-PC fluorogenic substrate, 60 min. Potency, µM (series often up to 57.5 µM), inactives show at the highest dose activity change, negative = inhibition, most hits filed as inhibitors. 340,000 tested, 0.006% active; also: potency is read from the fitted curve at half-maximal effect
Target sequence (P17405 47-631 limits assumed): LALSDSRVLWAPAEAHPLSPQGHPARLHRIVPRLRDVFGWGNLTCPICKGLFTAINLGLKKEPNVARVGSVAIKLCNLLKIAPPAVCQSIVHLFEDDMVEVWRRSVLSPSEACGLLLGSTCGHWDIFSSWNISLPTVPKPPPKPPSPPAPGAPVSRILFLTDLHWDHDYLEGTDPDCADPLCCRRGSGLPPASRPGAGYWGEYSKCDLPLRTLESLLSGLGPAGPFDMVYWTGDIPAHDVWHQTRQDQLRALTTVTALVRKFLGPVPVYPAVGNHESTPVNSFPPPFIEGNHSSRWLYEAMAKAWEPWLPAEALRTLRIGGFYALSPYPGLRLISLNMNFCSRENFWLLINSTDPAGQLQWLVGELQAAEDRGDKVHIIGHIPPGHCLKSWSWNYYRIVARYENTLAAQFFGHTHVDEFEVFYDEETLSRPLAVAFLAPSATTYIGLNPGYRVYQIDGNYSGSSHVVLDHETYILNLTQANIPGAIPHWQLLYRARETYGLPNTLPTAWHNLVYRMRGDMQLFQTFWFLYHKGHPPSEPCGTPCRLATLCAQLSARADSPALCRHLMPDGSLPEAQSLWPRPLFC
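HMU-PC0 cleavage (9 uM final) by human placental ASM, 60 min at 37 °C following 10 min compound exposure at RT; stopped at pH 10, fluorescence Ex 386/Em 447 nm.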
BCR signal inh: qHTS Assay to Find Inhibitors of Chronic Active B-Cell Receptor Signaling; Potency, µM (series often up to 46.1 µM), for inactives: at the highest dose ratio change, negative = lower green/red ratio, actives largely listed as inhibitors; 340,000 tested, 0.05% active; AID 493014, 2011; ABC-DLBCL IkBa-CBG/CBR reporter, luminescence ratio, 4 h; active = well fitted inhibition curve with a large enough effect in the signal ratio, with a control signal flat, not every such curve was filed as active; inconclusive = small, poorly fitted or top-dose-only effect, or effect the other way, or a change in a side signal; the % refers to the signal ratio;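 also: potency is read from the fitted curve at half-maximal effect; plate controls were basal doxycycline-induced cells for no effect and cells given 10 µM MG132 for full effect; MG132 reads +100%, hits lower the ratio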
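TMD8 human ABC-DLBCL cells with doxycycline-inducible IκBα–green luciferase fusion and unfused red luciferase, in 0.5% FBS medium; compounds up to 46 uM, 4 h at 37C. Green/red luminescence ratio, filter-overlap corrected, fitted to concentration-response curves.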
PKM2 act: qHTS Assay for Activators of Human Muscle isoform 2 Pyruvate Kinase | Pyruvate kinase PKM (Homo sapiens), P14618 | purified PKM2, Kinase-Glo ATP luminescence, activation; response scale: 0% is enzyme alone, no compound | Potency, µM (doses to about 57.5 µM), for the others: at the highest dose activation, actives largely listed as activators | 260,000 tested, 0.34% active | AID 1631, 2009; also: potency is read from the fitted curve at half-maximal effect; % is scaled to controls: 0 for no effect and ±100 for the full control effect; nearly all actives have a fitted effect of over 55% in size
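Purified hPK-M2 (>95%) run at intermediate activity with 0.1 mM ADP and 0.5 mM PEP in 50 mM imidazole pH 7.2, KCl, MgCl2; 1 h room temperature. ATP formed read by Kinase-Glo luminescence; normalized to uninhibited and no-enzyme controls.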
The depositor's hits bear a star. Unless noted, calls follow the shape of the dose curve; as a rule, active = well fitted curve in the direction sought with a large enough effect; inconclusive = small, poorly fitted or top-dose-only effect, or another doubt; inactive = no such curve, though single readings can be large; an effect the other way counts as inactive or inconclusive. The list is partial; the hit share may differ from the screen's.

`Cc1cc(N)n2nc(C)c(-c3ccc(Cl)cc3)c2n1` gave Giardia killer -14, B2AR arrestin -0.2%, Integrin act MD -22%, Tb PFK block -2%, Menin-MLL TR inh inconclusive, TSG101-PTAP inh 2%, FBPA coupling cs -3, GALK inh 6%, S-ASM inh 3%, BCR signal inh -7% and PKM2 act -9%.
CC(=O)c1cnc(N(C)C)s1 was read as Giardia killer -11, B2AR arrestin 0.5%, Integrin act MD -12%, Tb PFK block -2%, Menin-MLL TR inh -20%, TSG101-PTAP inh -6%, FBPA coupling cs -8, GALK inh -2%, S-ASM inh 1%, BCR signal inh -10% and PKM2 act -16%.
`CCNC(=O)NC(=O)C(C)OC(=O)c1ccc(SC)cc1OC` (centres undefined) gave Giardia killer -3, B2AR arrestin -0.5%, Integrin act MD 7%, Tb PFK block -1%, Menin-MLL TR inh inconclusive, TSG101-PTAP inh -1%, FBPA coupling cs 0, GALK inh 0%, S-ASM inh 5%, BCR signal inh -17% and PKM2 act 9%.
CC(=O)N1CCN(c2ccccc2NC(=O)COc2ccc(Br)cc2)CC1 was read as Giardia killer -7, B2AR arrestin 0.2%, Integrin act MD 3%, Tb PFK block -1%, Menin-MLL TR inh inconclusive, TSG101-PTAP inh -5%, FBPA coupling cs 0, GALK inh 0%, S-ASM inh -1%, BCR signal inh inconclusive and PKM2 act -3%.
For CCOC(=O)c1[nH]cnc1C(=O)Nc1ccccc1 the results were Giardia killer 16, B2AR arrestin 0.6%, Integrin act MD -5%, Tb PFK block 6%, Menin-MLL TR inh -8%, TSG101-PTAP inh -1%, FBPA coupling cs -1, GALK inh 0%, S-ASM inh -3%, BCR signal inh inconclusive and PKM2 act -7%.
Cc1ccc(C)c(NC(=O)CSc2nnc(-c3cc(C)[nH]n3)n2N)c1 was read as Giardia killer -6, B2AR arrestin 0.1%, Integrin act MD 0%, Tb PFK block -13%, TSG101-PTAP inh -2%, GALK inh 6%, S-ASM inh -1% and BCR signal inh 1%.
`CCC(C)[C@H](NC(=O)NCCC1=CCCCC1)C(=O)O` (some centres undefined) gave Giardia killer 0, B2AR arrestin 0.1%, Integrin act MD 41%, Tb PFK block -1%, TSG101-PTAP inh 4%, FBPA coupling cs -1, GALK inh -2%, S-ASM inh 0%, BCR signal inh 6% and PKM2 act 0%.
Screening N#C/C(=C(/O)COc1ccc(Br)cc1)c1nnc2n1CCCCC2 returned Giardia killer -5, B2AR arrestin -0.2%, Integrin act MD inconclusive, Tb PFK block 9%, Menin-MLL TR inh -21%, TSG101-PTAP inh -10%, FBPA coupling cs 3, GALK inh -1%, S-ASM inh 3%, BCR signal inh 0% and PKM2 act 0%.
O=C(NC(=O)c1ccccc1N1CCCCC1)Nc1ccc(Br)cc1 was read as Giardia killer 2, B2AR arrestin -0.1%, Integrin act MD 0%, Tb PFK block 0%, TSG101-PTAP inh -4%, FBPA coupling cs 0, GALK inh 2%, S-ASM inh 2%, BCR signal inh 18% and PKM2 act -3%.
`CC(=O)CC(C)(C)S(=O)(=O)c1ccc(NC(C)=O)cc1` gave Giardia killer -7, B2AR arrestin 0.2%, Integrin act MD 9%, Tb PFK block 0%, Menin-MLL TR inh 14%, TSG101-PTAP inh -6%, FBPA coupling cs 0, GALK inh -2%, S-ASM inh -2%, BCR signal inh 0% and PKM2 act 1%.
For COc1ccc(NC(=O)NCCN2CCN(c3ccc(C)cc3)CC2)c(Cl)c1 the results were Giardia killer 28, B2AR arrestin -0.2%, Integrin act MD -7%, Tb PFK block 2%, Menin-MLL TR inh 1%, TSG101-PTAP inh 1%, FBPA coupling cs 0, GALK inh -2%, S-ASM inh -2%, BCR signal inh inconclusive and PKM2 act -4%.
`CCc1cccc(OCC(=O)N(C)CC(=O)Nc2cccc(F)c2)c1` gave Giardia killer -13, B2AR arrestin -0.4%, Integrin act MD 12%, Tb PFK block 25%, TSG101-PTAP inh -2%, S-ASM inh 7% and BCR signal inh -7%.
For COc1ccc(Cc2nc(C(=O)Nc3ccc(F)cc3)cs2)cc1 the results were Giardia killer 8, B2AR arrestin 0.3%, Integrin act MD -22%, Tb PFK block -1%, Menin-MLL TR inh 0%, TSG101-PTAP inh 0%, FBPA coupling cs 0, GALK inh -1%, S-ASM inh -9%, BCR signal inh inconclusive and PKM2 act 0%.
Screening CCOC(=O)c1cc2c(ccn2C)n1Cc1ccc(Cl)cc1 returned Giardia killer -6, B2AR arrestin 0.8%, Integrin act MD 31%, Tb PFK block -3%, Menin-MLL TR inh 12%, TSG101-PTAP inh -3%, FBPA coupling cs -22, GALK inh 6%, S-ASM inh -16%, BCR signal inh -4% and PKM2 act -20%.
`O=C1ON=C(c2ccc([N+](=O)[O-])cc2)/C1=C/c1ccccc1O` gave Giardia killer 27, B2AR arrestin 0.5%, Integrin act MD -6%, Tb PFK block 3%, Menin-MLL TR inh 1%, TSG101-PTAP inh -4%, FBPA coupling cs 6, S-ASM inh -1% and BCR signal inh 7%.
Screening COC(=O)c1ccc(Cl)c(NC(=O)CN(c2ccccc2)S(=O)(=O)c2ccc(OC)cc2)c1 returned Giardia killer 12, B2AR arrestin -0.3%, Integrin act MD -2%, Tb PFK block -1%, Menin-MLL TR inh 17%, TSG101-PTAP inh -2%, FBPA coupling cs 6, GALK inh 1%, S-ASM inh -2%, BCR signal inh inconclusive and PKM2 act 1%.
COCC(=O)c1[nH]c2ccccc2c1C was read as Giardia killer -6, B2AR arrestin -0.1%, Integrin act MD -12%, Tb PFK block 6%, Menin-MLL TR inh -8%, TSG101-PTAP inh -6%, FBPA coupling cs 0, GALK inh 1%, S-ASM inh -3%, BCR signal inh 3% and PKM2 act 0%.
For CCOC(=O)c1c(COc2ccccc2)oc2ccc(O)cc12 the results were Giardia killer -22, B2AR arrestin 0.4%, Integrin act MD 15%, Tb PFK block -2%, Menin-MLL TR inh 7%, TSG101-PTAP inh -5%, FBPA coupling cs 5, GALK inh 3%, S-ASM inh -17%, BCR signal inh inconclusive and PKM2 act -24%.
`CCOc1ccc(C(=O)NCC(=O)OCC(=O)Nc2ccccc2OC)cc1` gave Giardia killer 4, B2AR arrestin -0.2%, Integrin act MD 12%, Tb PFK block 0%, Menin-MLL TR inh -1%, TSG101-PTAP inh -6%, FBPA coupling cs 6, GALK inh -3%, S-ASM inh -1%, BCR signal inh inconclusive and PKM2 act -3%.
CCCCC(CCC(=O)Nc1cccc([N+](=O)[O-])c1)C(=O)O (centres undefined) was read as Giardia killer 1, B2AR arrestin -0.8%, Integrin act MD 7%, Tb PFK block 1%, TSG101-PTAP inh -5%, FBPA coupling cs 4, GALK inh -2%, S-ASM inh 7%, BCR signal inh inconclusive and PKM2 act 0%.
`CCc1cccc(CC)c1N1C(=O)c2cc(N3CCOCC3)c([N+](=O)[O-])cc2C1=O` gave Giardia killer -13, B2AR arrestin -0.6%, Integrin act MD -6%, Tb PFK block -8%, Menin-MLL TR inh -1%, TSG101-PTAP inh -3%, FBPA coupling cs -3, GALK inh 3%, S-ASM inh -6%, BCR signal inh inconclusive and PKM2 act -5%.
`CC(C)(C)OC(=O)C[C@@H]1C/C=C\C[C@H](CC(=O)N(CCO)Cc2ccccc2)C(=O)NC[C@@H](c2ccccc2)OC1=O` gave Giardia killer -7, B2AR arrestin 0.5%, Integrin act MD -8%, Tb PFK block 0%, TSG101-PTAP inh -5%, S-ASM inh -3% and BCR signal inh 4%.
Screening Cc1nonc1OCCNCCNc1ccc([N+](=O)[O-])cc1Cl returned Giardia killer 12, B2AR arrestin -0.2%, Integrin act MD -10%, Tb PFK block -3%, Menin-MLL TR inh 1%, TSG101-PTAP inh -2%, FBPA coupling cs 2, GALK inh 4%, S-ASM inh -3%, BCR signal inh 4% and PKM2 act -6%.
Screening COc1ccc(-c2cc(C)no2)cc1S(=O)(=O)Nc1cccc(C)c1 returned Giardia killer -4, B2AR arrestin 0.1%, Integrin act MD inconclusive, Tb PFK block 1%, Menin-MLL TR inh inconclusive, TSG101-PTAP inh 0%, FBPA coupling cs 0, GALK inh 4%, S-ASM inh -13% and BCR signal inh -6%.
